Screening results as filed in PubChem.
Anthrax LF prot – blocks Bacillus anthracis lethal factor protease | P15917 | multiplex microsphere protease cleavage assay, LF | inhibition, % at 10 µM | actives 0.12% (n = 360,000); also: plate controls were buffer without enzyme for full effect and enzyme alone for no effect
CCHF vOTU inh – CCHFV vOTU protease inhibition. Pep-AMC fluorescence. inhibition, % at 11.5 µM. actives 0.55% (n = 370,000). AID 651958; in the data active = inhibition above about 30%; also: 0% = vehicle wells with enzyme and 100% = no enzyme wells
Y pestis TopoI – blocks Yersinia pestis topoisomerase I activity. Y. pestis Topo-I cleavage product accumulation, plate reader. activity, % at 10 µM. actives 0.064% (n = 360,000). AID 504884; in the data active = activity above about 50%, passing the limit was not always enough; inconclusive = no clear call, values can overlap the other calls; also: inactives centre near 2
BoNT A protease – BoNT A light chain protease inhibition | multiplex microsphere protease substrate cleavage, flow cytometry | actives 0.17% (n = 360,000) | AID 588499 | inhibition, % at 10 µM; also: plate controls were buffer without enzyme for full effect and enzyme alone for no effect
BoNT F protease – inhibitors of Botulinum neurotoxin F light chain protease; Multiplex microsphere protease cleavage assay, flow cytometry; inhibition, % at 10 µM; actives 0.22% (n = 360,000); AID 588497; in the data active = inhibition above about 35%, passing the limit was not always enough; inconclusive = no clear call, values can overlap the other calls; also: plate controls were buffer without enzyme for full effect and enzyme alone for no effect
FadD28 FP inh – blocks FadD28 binding to the bisubstrate probe. fluorescence polarization. inhibition, % at 12.5 µM. actives 0.22% (n = 360,000); in the data active = inhibition above about 8.5%, passing the limit was not always enough; inconclusive = no clear call, values can overlap the other calls
PrPC TRFRET – cell surface PrPC inhibition, primary TR-FRET screen. actives 0.43% (n = 370,000). AID 720596. TR-FRET read-out. P04156. inhibition, % at 13.8 µM; in the data active = inhibition above about 24%; also: 0% = median of the test wells and 100% = reference compound wells
TcdB GH inh – blocks C. difficile toxin B glycohydrolase activity. P18177. TcdB glycohydrolase enzymatic assay, plate reader. inhibition, % at 9.99 µM. actives 0.24% (n = 350,000). AID 652162; in the data active = inhibition above about 10%
PfHsp40 rescue – restores yeast growth despite PfHsp40 toxicity; S. cerevisiae expressing PfHsp40, growth rescue, ATP luminescence; growth rescue, % at 12.5 µM; actives 0.68% (n = 340,000); in the data active = growth rescue above about 28%, passing the limit was not always enough; inconclusive = no clear call, values can overlap the other calls;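 also: yeast W303a lacking pdr1 and pdr3 grown in galactose medium; growth measured after three days at 30 °C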
Starred values were filed as active, the others as inactive; ? = inconclusive; · = no result given; & = joins results of further samples. Rule as the data show it, unless noted: active = inhibition above about 30%; inconclusive = no clear call, values can overlap the other calls; inactive = below that.

SMILES	Anthrax LF prot	CCHF vOTU inh	Y pestis TopoI	BoNT A protease	BoNT F protease	FadD28 FP inh	PrPC TRFRET	TcdB GH inh	PfHsp40 rescue
O=C(c1ccc(S(=O)(=O)N2CCCCCC2)cc1)N(c1ccccn1)C1CCCCC1	2	-3	5	-0.2	-3	0.5	-1	0.6	1.0
CCCc1cc(=O)oc2c(C)c(OCC(=O)NCc3ccccn3)ccc12	-3	6	6	-4.2	-3	2.8	7	2.7	-1.2
COc1ccc(C(=O)NCC(=O)OCC(=O)NC2CCCCCC2)cc1	-7	-3	7	-0.5	-1	-1.6	1	0.2	-1.5
Cc1ccc(-c2csc(C(C)(O)c3cccc(F)c3)n2)cc1C (stereo not given)	-3	15	2	-0.6	-6	-3.3	4	2.0	·
COc1ccc(C)cc1NC(=O)Nc1cccc(C(=O)O)c1	-1	5	4	0.1	0	2.1	8	-1.4	-0.4
COC(=O)C1=C(C)OC(N)=C(C#N)C1c1cc(OC)ccc1OC (stereo not given)	0	-3	2	-0.3	-2	-1.4	-5	·	-1.2
CSCC[C@H](NC(=O)OC(C)(C)C)c1nnc(SCc2cccc(F)c2)o1	-3	18	27	-0.8	-7	-3.8	11	·	1.6
O=C(c1ccc(Cl)c([N+](=O)[O-])c1)N1CCN(S(=O)(=O)c2ccc(Cl)cc2)CC1	3	2	40	-0.2	-3	-2.2	1	0.5	3.9
O=C(Nc1ccc(NC(=O)c2ccc(S(=O)(=O)c3ccccc3)cc2)cc1)c1ccccc1	-1	0	-2	-0.8	4	-2.3	6	1.3	-0.5
C[C@@H]1CN([C@H](C)CO)C(=O)c2cc(Br)cnc2O[C@@H]1CN(C)C(=O)NC1CCCC1	-3	-7	-2	-0.3	-6	-0.7	-4	0.9&5.8	·
Cc1ccc(OCCN2CCNCC2)c([N+](=O)[O-])c1	0	6	-1	-0.1	-3	-2.2	-8	0.1	1.2
Cc1cc(C)cc(CC(=O)N2CCC2(C)C(=O)NS(=O)(=O)c2ccccc2C)c1 (stereo not given)	-2	-2	-1	0.2	-5	-15	5	-2.5	·
COc1cc(/C=C(/C(=O)O)c2ccc(-c3ccccc3)cc2)cc(OC)c1OC	-3	12	-8	-1.7	1	-2.4	6	0.3	0.5
CNc1c(N)c(=O)oc2ccccc12	-2	-14	-3	0.6	4	-0.6	4	-0.9	-0.9
CC(C)Oc1ccc(S(=O)(=O)N2CCOCC2)cc1NC(=O)c1nn(C)c(=O)c2ccccc12	-3	7	-1	-0.1	-4	-3.0	8	0.0	4.2
O=C(Nc1ccnn1C1CCN(CC2CC=CCC2)CC1)c1ccccc1 (stereo not given)	0	9	9	-6.9	-1	0.2	-2	-7.2	-0.7
COc1cccc(/C=C/C(=O)OCC(=O)N2CCCC2)c1OC	-8	4	3	0.0	5	-1.2	5	-11	-0.8
O=c1c(CN2CCN(Cc3ccccc3F)C(CCO)C2)coc2ccccc12 (stereo not given)	-1	3	-2	1.8	-3	1.4	-5	0.6	-1.2
C1=C(c2ccccc2)CCNC1	25	4	-7	?	?	-1.2	-3	2.0	-0.7
CCN(CC)CCn1c2c(c(SCC(=O)Nc3ccc4c(c3)OCCO4)nc1=O)CCCC2	-7	9	1	-2.5	7	-0.7	-9	7.7	-1.7
c1cn(CCCNC2=NCCCCC2)cn1	-13	-1	3	0.2	-4	-2.5	1	·	-0.5
Cc1ccc2c(c1)c1ncnc(N3CCN(c4ccccc4)CC3)c1n2C	0	4	39	0.8	-6	-1.1	-10	·	-0.3
O=C(NCNC(=O)c1ccccc1)c1ccccc1	-2	-2	-3	-1.4	-8	0.7	2	·	-0.3
C[C@@H]1CN([C@@H](C)CO)C(=O)c2cccc(NS(C)(=O)=O)c2O[C@H]1CN(C)Cc1ccc(C(=O)O)cc1	-6	5	-6	-0.1	-7	-2.0	0	-0.2&-0.2	-1.6
COC(=O)c1ccc(NC(=O)CN(Cc2ccc(Cl)cc2)S(C)(=O)=O)cc1	-4	3	4	9.8	9	-2.8	2	·	-0.4
CCN(CC)CCN(C(=O)c1ccc2c(c1)CCCC2)c1nc2c(OC)cccc2s1	-8	6	2	-0.2	2	-3.7	1	2.4	·
COC(=O)c1cc2sccc2n1Cc1nc(-c2ccc(Cl)cc2)oc1C	-15	-12	0	-1.5	-5	-1.7	-4	·	0.6
Cc1ccc(C)c(C(=O)COc2ncnc3ccccc23)c1	-1	14	-2	0.1	2	-3.4	-2	0.8	-0.7
Cc1ccc(CCNC(=O)CC(C)CC2=NS(=O)(=O)c3ccccc3N2)cc1 (stereo not given)	-1	11	7	-0.2	-2	-3.7	2	-0.4	1.7
CCCn1nc2cc(C(=O)NCCc3ccc(C)cc3)ccc2c1OCC	-1	-38	26	-0.5	-2	-4.2	1	0.4	0.2
COc1cc(/C=N/NC(=O)CSc2ccccn2)ccc1OC(C)C	14	1	12	3.3	?	0.2	-7	2.0	0.0
COc1ccc(C(=O)NCCCN2CCN(CCCNC(=O)c3ccc(OC)c(OC)c3)CC2)cc1OC	0	-1	-4	-0.8	8	1.0	-4	1.4	-0.7
Cc1ccccc1-c1nc(CS(=O)(=O)CC(=O)NC2CCCC2)c(C)o1	0	17	22	-0.1	1	-1.7	-2	2.5	1.1
O=C(O)C1CCCN1C(=O)OCc1ccccc1 (stereo not given)	9	-20	-8	0.5	-2	0.3	3	0.6	-0.7
CCN1C(=O)N[C@@H](c2cccc(C(F)(F)F)c2)[C@H](C(=O)OC)[C@H]1C	-5	7	-13	0.1	-1	-2.7	8	0.8	-0.7
O=C(NN1C(=O)C2C3c4ccccc4C(c4ccccc43)[C@@H]2C1=O)c1ccccc1 (stereo not given in full)	1	-1	0	-0.7	1	-4.0	4	1.5	-0.7
COc1ccccc1NC(=O)NNC(=O)c1ccc2ccccc2c1	-3	23	3	-1.1	-7	-0.7	-2	0.6	1.3
Cc1ccc(OCC(=O)Nc2ccc(-c3nc4ncccc4o3)cc2)cc1	-4	-6	9	0.4	17	-5.0	1	·	-1.3
COc1ccc(C(=O)N2CCOCC2c2cc(C(=O)NCc3ccccc3)no2)cc1 (stereo not given)	-1	1	10	0.2	7	0.6	-7	0.1	·
O=C(CCNS(=O)(=O)c1ccc(Br)s1)NCc1ccccc1	-7	1	4	-0.2	4	2.2	7	0.2	-2.2

Complete entries, looked up by structure. Screens in order: Anthrax LF prot | CCHF vOTU inh | Y pestis TopoI | BoNT A protease | BoNT F protease | FadD28 FP inh | PrPC TRFRET | TcdB GH inh | PfHsp40 rescue
`Cc1ccc(OCC(=O)Nc2ccc(-c3nc4ncccc4o3)cc2)cc1` is entered as -4 | -6 | 9 | 0.4 | 17 | -5.0 | 1 | · | -1.3
`O=C(CCNS(=O)(=O)c1ccc(Br)s1)NCc1ccccc1` is entered as -7 | 1 | 4 | -0.2 | 4 | 2.2 | 7 | 0.2 | -2.2
`COc1ccc(C(=O)N2CCOCC2c2cc(C(=O)NCc3ccccc3)no2)cc1` (stereo not given) is entered as -1 | 1 | 10 | 0.2 | 7 | 0.6 | -7 | 0.1 | ·
`O=C(NN1C(=O)C2C3c4ccccc4C(c4ccccc43)[C@@H]2C1=O)c1ccccc1` (stereo not given in full) is entered as 1 | -1 | 0 | -0.7 | 1 | -4.0 | 4 | 1.5 | -0.7

New compounds follow
SMILES	Anthrax LF prot	CCHF vOTU inh	Y pestis TopoI	BoNT A protease	BoNT F protease	FadD28 FP inh	PrPC TRFRET	TcdB GH inh	PfHsp40 rescue
O=C(CN(Cc1ccccc1)C(=O)CCC(=O)Nc1ccccn1)NCc1ccco1	1	11	8	-0.1	8	-1.4	-1	·	0.1
CCCCCCCNC(=O)C1(CC2CC(c3ccccc3)=NO2)CCNCC1 (stereo not given)	-6	0	10	0.0	-7	-0.5	-7	0.6	?
O=C(Nn1c(-c2ccc(Br)cc2)nc2ccccc2c1=O)c1cccnc1	-2	1	0	0.2	3	1.2	8	-0.3	0.9
COC(=O)c1c(N=CN(C)C)c(C#N)c2n1CCCC2	-1	-1	1	-0.7	-5	0.9	8	·	-1.3
O=C(CSc1nccc(=O)[nH]1)Nc1ccc(F)c([N+](=O)[O-])c1	-1	1	-4	0.2	-1	-2.1	-19	-1.0	0.2
COc1cc(CC(=O)Nc2ccc(S(=O)(=O)Nc3ncccn3)cc2)cc(OC)c1OC	6	-17	-1	1.4	3	-1.6	1	·	1.1
COc1cc(OC)cc(C(=O)N2CCN(c3ccccn3)CC2)c1	15	-15	12	-2.4	17	-1.2	-1	0.9	1.7
CCc1nnc(NC(=O)C2CCCN(S(=O)(=O)c3ccc(OC)cc3)C2)s1 (stereo not given)	-1	-6	-2	-0.2	-2	-2.0	3	0.9	-1.0
COc1ccc(NC(=S)NCc2ccccn2)cc1OC	-1	7	0	0.0	-4	-0.7	-1	1.3	0.3
Cc1ccc(CS(=O)(=O)c2cn(CC(=O)N3CCOCC3)c3ccccc23)cc1	-1	-7	18	-0.3	10	-3.9	5	1.2	-1.8
C=C(C)CNC(=S)NNC(=O)c1ccncc1	4	-5	-9	-0.1	2	-2.2	-4	1.6	0.2
O=C(/C=C/c1ccc(Br)cc1)c1ccco1	0	2	0	0.0	-3	-2.9	2	0.1	12
CC(=O)N=C1SC2CS(=O)(=O)CC2N1c1c(Cl)cccc1Cl (stereo not given)	1	10	-1	0.0	-17	-0.9	-6	·	-0.7
Cc1nn(C)c(C(=O)NCc2ccc(Cl)cc2)c1Cl	-1	-14	-4	0.2	1	-1.5	10	·	1.6
COC(=O)c1ccc(C(=O)OC)c(NC(=S)N2CC(C)CC(C)C2)c1 (stereo not given)	2	-19	12	0.0	-1	-1.0	-1	·	0.4
O=C(CN1CCN(c2ccc(Cl)cc2[N+](=O)[O-])CC1)N1CCOCC1	2	-2	0	?	?	-4.1	-20	0.3	1.2
CCC(=O)N1CCN(c2ccc(NC(=O)c3ccc([N+](=O)[O-])o3)cc2)CC1	-5	-1	-2	-0.4	-6	-1.6	11	1.7	-0.5
CCCCn1c(N)c(Sc2ccc([N+](=O)[O-])cc2)c(=O)[nH]c1=O	12	1	4	-0.4	4	-0.7	-22	1.1	-0.3
CC(=O)Nc1ccc(-c2ccc(NC(C)=O)cc2)cc1	-1	14	5	0.0	-2	0.9	6	0.7	-0.4
Cc1ccccc1C(=O)Nc1nc2n(n1)C(c1ccccc1)CC(=O)N2 (stereo not given)	2	-4	-2	1.1	-8	0.8	-6	·	-0.3

In the list so far, 2 have a thiophene ring, fused or not:
SMILES	Anthrax LF prot	CCHF vOTU inh	Y pestis TopoI	BoNT A protease	BoNT F protease	FadD28 FP inh	PrPC TRFRET	TcdB GH inh	PfHsp40 rescue
COC(=O)c1cc2sccc2n1Cc1nc(-c2ccc(Cl)cc2)oc1C	-15	-12	0	-1.5	-5	-1.7	-4	·	0.6
O=C(CCNS(=O)(=O)c1ccc(Br)s1)NCc1ccccc1	-7	1	4	-0.2	4	2.2	7	0.2	-2.2

The list goes on.
SMILES	Anthrax LF prot	CCHF vOTU inh	Y pestis TopoI	BoNT A protease	BoNT F protease	FadD28 FP inh	PrPC TRFRET	TcdB GH inh	PfHsp40 rescue
Cc1noc(N)c1C(=O)Nc1ccccc1F	-10	22	-6	1.4	3	-1.8	0	·	-0.2
COC(=O)c1sc2nc(N3CCCCC3)c3c(c2c1N)CCCC3	-1	1	10	-0.9	0	-1.6	6	·	1.4
O=C(CN1C(=O)c2ccccc2C1=O)NN1C(=O)c2ccccc2C1=O	2	-8	2	-0.1	-1	0.2	2	·	0.3
COc1cc(NS(=O)(=O)c2ccc(NC(=O)c3ccco3)cc2)nc(OC)n1	-4	23	9	-5.6	-7	1.1	-10	·	-1.5
c1ccc(-c2csc(Nc3ccc4c(c3)OCCO4)n2)cc1	-2	14	-19	0.0	-3	-1.1	-6	·	0.1
